# Screens (PubChem)
# zfTRPN1 agonist – agonists of zebrafish TRPN1 channel. HEK293 zebrafish TRPN1-YFP, Fluo-8 calcium fluorescence; 100% = response to 87 µM carbachol. activation, % at 3 µM. 220,000 tested, 0.18% active. AID 1424;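 active means activation above its plate's cutoff, the mean activation of test wells on that plate plus 3 SD, cut at about 19% in these data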;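 further: 0% = DMSO alone and 100% = 87 µM carbachol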
#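 System: zebrafish TRPN1-YFP in HEK293 cells / Dosing: 3 µM single point / Timing: dye loading 1 h at 37 °C, then 30 min room temperature / Signal: Fluo-8 calcium fluorescence, excitation 470-495 nm, emission 515-575 nm / Read-out basis: percent activation from peak over basal fluorescence ratio, control-normalized / Control set: high carbachol 87 µM, low DMSO alone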
# thrombin 1536 – thrombin (human) inhibition; inhibition, % at 5 µM; P00734; alpha-thrombin, Boc-VPR-AMC fluorogenic substrate cleavage; AID 1046; 220,000 tested, 0.26% active;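 active means inhibition at or above 40%; inactive means inhibition below 40%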;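 further: 0% = enzyme with no compound and 100% = wells without enzyme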
#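 System: human alpha-thrombin protein; Compound dosing: one concentration per compound, 5 µM, with 0.2% DMSO; Timing: reaction at room temperature; Technique: AMC fluorescence, 355/460 nm; Controls: enzyme without compound as high, wells lacking enzyme as low.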
# EBV gp42 block – EBV gp42 inhibition. Q1HVG2. Fluorescence polarization binding assay, mP read-out. inhibition, % (tested at 21.74 µM). 220,000 tested, 0.42% active. AID 1085; in the data active means inhibition above about 50%
# Target sequence (Q1HVG2 whole entry, looked up): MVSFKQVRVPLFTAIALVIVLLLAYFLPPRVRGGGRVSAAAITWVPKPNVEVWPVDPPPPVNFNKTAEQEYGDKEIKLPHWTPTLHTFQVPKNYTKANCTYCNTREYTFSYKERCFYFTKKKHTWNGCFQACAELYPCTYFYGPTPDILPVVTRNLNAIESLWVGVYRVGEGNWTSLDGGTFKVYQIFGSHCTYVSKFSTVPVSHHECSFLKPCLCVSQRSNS
# Cl transport mod – modulates chloride dependent transport by human KCC2; 190,000 tested, 2.2% active; B-score of Tl+ flux slope (higher = more flux/activation; lower = inhibition) at 10 µM; AID 1456; KCC2 cells, thallium flux FluoZin-2 fluorescence;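 active means thallium flux slope and its plate-corrected score both differing from the plate sample mean at a set confidence after two filtering rounds, in either direction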;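 further: slope of fluorescence scaled to starting intensity during 10 to 20 s after thallium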
# Furin inhibitor – human furin inhibition; P09958; purified furin, fluorogenic substrate cleavage; inhibition, % at 30 µM; 220,000 tested, 0.061% active; AID 463115; in the data active means inhibition above about 25%; further: inactives centre near -15
# Calpain2 inh – blocks pig calpain II enzyme activity; purified calpain II, fluorogenic peptide substrate, 30 min; inhibition, % at 16 µM; 220,000 tested, 0.37% active;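 active means inhibition above about 50%, limit read from the data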
# TRPML3 ag – human mucolipin-3 channel agonism. Q8TDD5. HEK293 TRPML3-YFP, Fluo-8 calcium fluorescence; 100% = the carbachol control signal. activation, % at 3 µM. 220,000 tested, 0.29% active;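 active means activation above its plate's cutoff, the mean activation of the plate's test wells plus 3 SD, cut at about 12% in these data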;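 further: 0% = DMSO only wells and 100% = carbachol wells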
# Target sequence (Q8TDD5 whole entry, looked up): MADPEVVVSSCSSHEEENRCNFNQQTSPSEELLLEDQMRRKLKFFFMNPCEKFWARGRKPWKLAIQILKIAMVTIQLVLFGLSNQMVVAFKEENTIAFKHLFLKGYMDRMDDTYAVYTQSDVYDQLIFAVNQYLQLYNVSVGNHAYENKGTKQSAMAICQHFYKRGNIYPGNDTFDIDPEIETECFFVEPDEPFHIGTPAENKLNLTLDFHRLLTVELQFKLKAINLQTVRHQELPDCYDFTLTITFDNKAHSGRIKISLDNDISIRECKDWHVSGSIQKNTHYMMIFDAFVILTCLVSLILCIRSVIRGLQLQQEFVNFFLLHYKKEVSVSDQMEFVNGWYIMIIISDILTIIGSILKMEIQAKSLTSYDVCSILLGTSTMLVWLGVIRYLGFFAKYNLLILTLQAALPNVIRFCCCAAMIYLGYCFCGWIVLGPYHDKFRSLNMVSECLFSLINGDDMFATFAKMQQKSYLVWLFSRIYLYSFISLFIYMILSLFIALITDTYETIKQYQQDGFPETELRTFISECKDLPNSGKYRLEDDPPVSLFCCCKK
#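 Material: HEK293 cells stably carrying human TRPML3-YFP; compound dosing: single dose, 3 µM final nominal compound, 0.3% DMSO final; incubation: 1-h 37 °C dye load, 5-s basal, 120-s post-compound reads; technique: Fluo-8 intracellular calcium fluorescence, excitation 470-495 nm, emission 515-575 nm; read-out basis: percent activation from peak-to-basal fluorescence ratio, scaled between DMSO and carbachol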
# PPC-1+TRAIL kill – kills PPC-1 cancer cells in the presence of TRAIL. PPC-1 cells + TRAIL, ATPLite viability luminescence. cell killing (% activity), % at 4 µM. 220,000 tested, 0.41% active;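 active means cell killing above 50% in the first pass at 4 µM, then a duplicate retest at 5 µM averaging 50% or more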;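 further: plate controls were cells with TRAIL plus DMSO for no effect and medium-only wells lacking cells for full effect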
# Tb hexokinase – T. brucei hexokinase 1 inhibition; recombinant TbHK1, G6PDH-coupled NADH A340; inhibition, % at 10 µM; 220,000 tested, 0.11% active;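 active means inhibition of 50% or more in the single-dose primary screen; inactive means inhibition below 50%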
# An asterisk follows results filed as active; / = not tested or not shown; [ ] = another dose, or the depositor's remark.
nr	molecule	zfTRPN1 agonist	thrombin 1536	EBV gp42 block	Cl transport mod	Furin inhibitor	Calpain2 inh	TRPML3 ag	PPC-1+TRAIL kill	Tb hexokinase
1	Brc1ccc2c(c1)C(C1=NCCN1)c1ccccc1CS2 (stereo not drawn)	0.0	-5	4	/	-21	-7	1.6	10	4
2	O=C(N/N=C/c1cccc(Cl)c1)C(c1ccncc1)N1CCOCC1 (stereo not drawn)	0.4	-2	-17	1.3	-23	-3	0.1	16	-9
3	CCCCc1ccc(NC(=S)NCCCN2CCOCC2)cc1	2.4	4	-2	0.43	-15	35	1.5	10	-2
4	COc1cc(CNn2nnnc2N)cc(Br)c1OCc1c(Cl)cccc1Cl	1.3	-12	-9	-0.62	-19[20 µM]	13	0.4	22	1
5	CC(=O)NC(Cc1ccc(C)cc1)C(=O)NC1CCN(C(=O)c2ccc([N+](=O)[O-])cc2)CC1 (stereo not drawn)	1.0	1	1	0.65	-23	-4	0.4	13	16
6	C=CCSc1nc2sc3c(c2c(=O)n1CC=C)CCc1ccccc1-3	1.0	-7	-6	0.12	-16	-11	0.5	8	-3
7	COc1ccc(-c2noc(CCC(=O)N3CCC(C)CC3)n2)cc1	-0.7	-2	-7	0.6	-13[20 µM]	-21	1.3	19	0
8	CCOc1cc(CNCCN2CCOCC2)ccc1OCc1ccccc1Cl	0.0	-5	-14	0.19	-24	0	1.1	9	11
9	CCN(CC)CCOc1cccc(C(C)C)c1	0.3	-4	-20	0.15	-17	4	0.8	-11	-9
10	COc1ccc(OCC(=O)Nc2c3c(nn2C(C)(C)C)CSC3)cc1	0.1	-2	10	-1.5	-30	-22	0.1	24	3
11	COc1c(C)cc(C(=O)C2CCCN(Cc3ccc(Oc4ncccn4)cc3)C2)cc1C (stereo not drawn)	2.1	2	-7	0.29	-12	38	0.7	11	-3
12	COCCCNC(=O)Nc1ccc(Br)cc1Cl	-0.4	-6	-14	-0.72	-16[20 µM]	3	0.4	7	2
13	O=C1CC(c2ccc(Cl)cc2)n2nc(NS(=O)(=O)c3ccc(F)cc3)nc2N1 (stereo not drawn)	0.3	3	-12	/	-13[20 µM]	6	0.1	8	0
14	Cc1ccccc1NS(=O)(=O)c1ccc(OCC(=O)N2CCCCC2)cc1	3.3	1	-13	/	-21[20 µM]	20	0.8	30	2
15	COc1ccc(C(=O)Nc2cccnc2)cc1OC	0.5	1	-15	-0.043	-1[20 µM]	-4	0.9	16	-4
16	COC(=O)c1ccc(CSc2nc3ccccc3o2)cc1	0.6	-4	-26	-0.015	1[20 µM]	5	0.0	-4	0
17	CC(C)(C)c1ccc(CN2C(=O)CSC2=O)cc1	-1.6	-9	1	0.38	-20	-8	0.3	15	-9
18	CCN(CC(=O)NC1CCCCC1)S(=O)(=O)c1ccc(Cl)cc1	0.8	1	-11	0.068	-12[20 µM]	17	0.1	22	2
19	COC(=O)c1ccc(NC(=O)CN2CCN(S(=O)(=O)c3cc(Cl)ccc3OC)CC2)cc1	5.3	1	-8	/	-11	7	3.1	15	-10
20	COc1ccc(-c2c(C)n([O-])c3c([n+]2=O)CCCC3)cc1OC	0.3	-13	-2	/	-23	-24	-0.1	12	-7
21	C=CCN(C(=O)c1ccccc1)c1ccc(OC)cc1	-1.3	-6	-3	0.013	-16[20 µM]	-4	1.0	20	3
22	Cc1ccsc1-c1nc(CN2CCN(C)C(=O)[C@@H]2C)c(C)o1	-0.1	-12	-10	-0.9	-18	-12	0.5	-4	-3
23	Cc1ccc(C(=O)Nc2c(-c3cccs3)nc3cc(C)ccn23)cc1	0.5	1	-5	/	-23[20 µM]	-4	0.2	8	-5
24	COc1cc(C2OCC3C(c4ccc(OC5OC(CO)C(O)C(O)C5O)c(OC)c4)OCC23)ccc1O (stereo not drawn)	2.0	-1	-19	0.48	-19	1	0.3	12	-10
25	O=C(O)c1ccc2nc(-c3ccccc3)c(-c3ccccc3)nc2c1	-0.1	2	-3	-1.8	-20	-174	-0.4	4	7
26	CN(Cc1ccccc1)c1nnc(N)s1	0.1	-2	-13	-1.6	-7	-11	0.6	-9	0
27	O=C(NCc1cccnc1)/C(=C\c1ccc(-c2ccc(Cl)c(Cl)c2)o1)S(=O)(=O)c1ccccc1	1.4	3	-12	-0.69	-19	-93	0.4	27	-38
28	O=C(CCC(=O)c1cccs1)OCC(=O)c1ccc(Cl)s1	-0.6	4	-1	-0.91	6	-32	-0.4	-4	7
29	Cc1cccc(C)c1NC(=O)C(NC(=O)c1ccccn1)c1ccccc1[N+](=O)[O-] (stereo not drawn)	0.1	-8	-9	-1.1	-28	-4	0.5	16	-2
30	O=C(N/N=C/c1cccnc1)C1CC1(c1ccccc1)c1ccccc1 (stereo not drawn)	-0.5	-1	1	0.039	-20	-12	1.1	/	-1

# More structures:
nr	molecule	zfTRPN1 agonist	thrombin 1536	EBV gp42 block	Cl transport mod	Furin inhibitor	Calpain2 inh	TRPML3 ag	PPC-1+TRAIL kill	Tb hexokinase
31	CCOc1ccc(S(=O)(=O)Nc2cccc(C(=O)N3CCN(c4ccc(OC)cc4)CC3)c2)cc1	0.2	1	-19	0.0071	-11	-36	0.0	-4	1
32	Cc1nc(Nc2cccc(C(F)(F)F)c2)nc2c1C(=O)CC(C)C2 (stereo not drawn)	0.7	1	-9	0.22	-27[20 µM]	16	1.6	4	-21
33	O/N=C/c1ccccc1OCc1ccc(Cl)cc1	-2.1	-3	-15	-0.92	-17[20 µM]	28	-1.3	8	2
34	CCOc1cc(/C=N/NC(=O)c2ccc(CN3CCOCC3)cc2)ccc1OCc1ccccc1	3.1	-14	20	-4	6	-21	1.7	6	-23
35	Cc1nc(-c2ccccn2)sc1C(=O)Nc1ccc(F)cc1	0.7	3	-4	0.059	-8	8	-0.1	8	-21
36	CN(C)S(=O)(=O)c1ccc(NC(=O)CSc2nnnn2C)cc1	2.9	3	-15	1.7	-25	-9	1.4	11	-9
37	Cc1c(C(=O)NCCc2ccccc2)oc2ccc(S(=O)(=O)N3CCC4(CC3)OCCO4)cc12	0.7	-1	0	0.00053	-3[20 µM]	19	-0.6	0	-9
38	Cc1cccc(-c2n[nH]c(=S)n2/N=C/c2cccs2)c1	-4.2	0	-17	41*	-3	36	-1.6	2	-16
39	CC1CCCN(c2nc3ccsc3c(=O)s2)C1 (stereo not drawn)	-1.4	-9	-18	/	-18	-7	-0.1	16	-1
40	Cc1c2c(nc3ccccc13)OCC2	0.7	0	-20	0.0035	-5	0	1.0	-6	-1
41	O=C(NCc1ccco1)c1cc([N+](=O)[O-])ccc1N1CCOCC1	-0.1	-1	3	2.5	-5	-13	0.6	-9	-18
42	COc1cc2c(cc1OC)C(C(=O)N1CCCCC1)C(c1ccccc1F)N(C)C2=O (stereo not drawn)	2.0	-2	3	0.96	0	-11	0.7	7	6
43	O=C(CSc1nnnn1-c1ccccc1)CC(=O)Nc1ccc(Cl)cc1	2.1	4	4	0.018	-20	-16	0.8	28	5
44	COC(=O)c1ccccc1NC(=O)CNC(=O)c1ccco1	0.0	0	-17	-1.3	-16[20 µM]	-14	0.6	11	-2
45	Cn1cc(/C=N/NC(=O)c2cc3cc(Br)ccc3o2)c2ccccc21	-0.9	1	-37	1.7	-4	-63	0.7	7	-7
46	Cc1cc(C)n(C(=O)C23CC4CC(CC(C4)C2)C3)n1	0.1	0	-17	/	-2[20 µM]	22	-0.1	11	2
47	Cc1ccc(S(=O)(=O)N2CCC(C(=O)NCc3ccccc3Cl)CC2)cc1	-0.4	-2	-7	-2.9*	-3[20 µM]	-4	0.3	15	-8
48	N/C(=N\OC(=O)CCCc1ccccc1)c1ccccn1	-0.3	-2	-5	-0.34	-31	-7	-0.9	25	-11
49	O=S(=O)(N1CCOCC1)N1CCN(c2ccc(F)cc2)CC1	0.1	-4	1	-0.086	-20[20 µM]	3	1.0	6	-11
50	CC(C)(C)NCC(=O)c1c[nH]c2ccccc12	-0.7	1	-7	1.1	-33	14	0.8	24	1
51	CCOC(=O)C1(Cc2ccccc2)CCN(Cc2ccon2)CC1	-0.1	-3	-1	-0.069	-23	-8	0.4	/	-9
52	COCCNC(=S)N1CCN(C)CC1	1.0	2	-8	1.2	-19	-33	1.0	2	-4
53	CC1CN(CCOc2ccccc2[N+](=O)[O-])CC(C)O1 (stereo not drawn)	0.9	1	11	0.31	-9	12	0.4	11	1
54	Cc1cccc2c1-c1sc(C(=O)NCCCN3CCc4ccccc4C3)cc1CO2	0.0	3	-7	-0.027	-181	-325	0.2	7	-19
55	O=C(NCc1ccccn1)Nc1cccc(NC(=O)NCc2ccccn2)c1	1.7	0	-11	-0.18	-17	-52	0.8	6	-2
56	CCOC(=O)c1[nH]c2ccccc2c1N=C(C)N(CC)CC	2.4	-5	-17	/	-30	26	0.3	-3	-5
57	Cc1cccc(CC2CC(=O)N(C3CCCCC3)C2=O)c1 (stereo not drawn)	-0.3	-6	-11	-0.19	-4[20 µM]	34	13*	11	-2
58	CC1(C)Cc2nc3sc(C(=O)NCCCO)c(N)c3cc2CS1	0.7	-4	-3	0.001	-25	-15	1.0	22	-12
59	COC(=O)C1=C(C)Nc2[nH]c(=S)[nH]c(=O)c2C1c1ccc(OC)cc1 (stereo not drawn)	1.6	2	-7	0.011	-23	29	-0.5	18	-6
60	O=C(N1CCCCC1)N1CCCN(C(=O)N2CCCCC2)CC1	-0.9	1	-14	0.94	-19[20 µM]	-14	0.7	33	4

# (more compounds)
nr	molecule	zfTRPN1 agonist	thrombin 1536	EBV gp42 block	Cl transport mod	Furin inhibitor	Calpain2 inh	TRPML3 ag	PPC-1+TRAIL kill	Tb hexokinase
61	C(=N\Nc1nc(-c2ccccc2)cs1)/c1cccs1	0.8	10	14	/	-13[20 µM]	6	0.3	19	-17
62	Cc1sc2c(c1C)c(=O)n(-c1ccc(F)cc1)c(=O)n2CC(=O)NCc1ccco1	1.5	-1	-19	/	-13[20 µM]	50	1.1	2	17
63	CN(c1nc2nonc2nc1NC1CC1)C1CCOC1 (stereo not drawn)	0.6	-1	8	0.19	-11	6	0.6	9	-30
64	CC(C)C(=O)Nc1c(C(=O)c2ccc(F)cc2)oc2ccccc12	-1.0	-2	-20	0.33	-11	-144	-0.1	-10	-17
65	C=C(C)Cn1c(CCn2c3ccccc3c3ccccc32)n[nH]c1=S	0.4	22	17	0.1	-12	27	-0.2	-18	-3
66	c1csc(-c2nnc(N3CCOCC3)c3ccccc23)c1	-1.4	-9	-25	/	-16	0	0.0	20	-20
67	COc1ccccc1NC(=O)c1ccccc1C(=O)O	1.1	-14	-8	-0.033	-14	-1	0.5	/	-5
68	COc1cc(NC(=O)c2ccc(F)cc2)c(OC)cc1Cl	-2.0	-1	-7	0.55	-24[20 µM]	14	-1.2	19	-7

# Molecules above with bromine:
nr	molecule	zfTRPN1 agonist	thrombin 1536	EBV gp42 block	Cl transport mod	Furin inhibitor	Calpain2 inh	TRPML3 ag	PPC-1+TRAIL kill	Tb hexokinase
1	Brc1ccc2c(c1)C(C1=NCCN1)c1ccccc1CS2 (stereo not drawn)	0.0	-5	4	/	-21	-7	1.6	10	4
4	COc1cc(CNn2nnnc2N)cc(Br)c1OCc1c(Cl)cccc1Cl	1.3	-12	-9	-0.62	-19[20 µM]	13	0.4	22	1
12	COCCCNC(=O)Nc1ccc(Br)cc1Cl	-0.4	-6	-14	-0.72	-16[20 µM]	3	0.4	7	2
45	Cn1cc(/C=N/NC(=O)c2cc3cc(Br)ccc3o2)c2ccccc21	-0.9	1	-37	1.7	-4	-63	0.7	7	-7
